# From PubChem BioAssay
# IP6K1 inh: IP6K1 kinase inhibition; Q92551; IP6K1 kinase, ADP-Glo luminescence, 2 h; stronger effect = lower value; activity change, % (series mostly up to about 58 µM); 140,000 tested, 0.81% active; AID 1645851; in the data active = activity change below about -25%
# Target sequence (Q92551 whole entry, looked up): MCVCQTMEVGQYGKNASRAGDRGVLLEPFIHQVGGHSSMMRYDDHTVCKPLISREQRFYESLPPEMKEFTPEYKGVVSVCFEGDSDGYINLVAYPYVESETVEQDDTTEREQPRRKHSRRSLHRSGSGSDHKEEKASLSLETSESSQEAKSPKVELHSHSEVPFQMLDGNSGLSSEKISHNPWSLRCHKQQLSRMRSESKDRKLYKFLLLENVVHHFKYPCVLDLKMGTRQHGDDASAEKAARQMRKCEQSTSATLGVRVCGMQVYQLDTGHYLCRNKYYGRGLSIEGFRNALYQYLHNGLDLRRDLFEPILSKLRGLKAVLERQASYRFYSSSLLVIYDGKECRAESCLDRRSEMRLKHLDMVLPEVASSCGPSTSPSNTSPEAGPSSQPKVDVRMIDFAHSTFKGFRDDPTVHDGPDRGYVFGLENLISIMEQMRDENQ
#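 ADP-Glo luminescence measures ADP made by human IP6K1 during a 2 h RT reaction with ATP/IP6 (mix at 1.3 mM/130 uM); top library doses 57.5 and 19.1 uM final.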
# SNCA expr inhib: inhibitors of alpha-synuclein (SNCA) gene expression. HEK-293 SNCA-luciferase knock-in, luminescence, 24 h. Potency, µM (series often up to 57.2 µM), without a hit: top-dose activity change, negative = inhibition, most hits filed as inhibitors. 140,000 tested, 0.17% active. AID 1671194;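 also: potency is read from the fitted curve at half-maximal effect; plate controls were DMSO cells for no effect and cell-free wells for full effect; nearly all actives have a fitted effect of over 45% in size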
# Luciferase inh: inhibitors of firefly (Photinus pyralis) luciferase. Potency, µM (top dose mostly 115 µM), for the others: at the highest dose activity change, negative = inhibition, hits mostly inhibitors. P08659. purified P. pyralis luciferase, luminescence, biochemical. 76,000 tested, 2.5% active; also: potency is read from the fitted curve at half-maximal effect; nearly all actives have a fitted effect of over 65% in size
# Target sequence (P08659 whole entry, looked up): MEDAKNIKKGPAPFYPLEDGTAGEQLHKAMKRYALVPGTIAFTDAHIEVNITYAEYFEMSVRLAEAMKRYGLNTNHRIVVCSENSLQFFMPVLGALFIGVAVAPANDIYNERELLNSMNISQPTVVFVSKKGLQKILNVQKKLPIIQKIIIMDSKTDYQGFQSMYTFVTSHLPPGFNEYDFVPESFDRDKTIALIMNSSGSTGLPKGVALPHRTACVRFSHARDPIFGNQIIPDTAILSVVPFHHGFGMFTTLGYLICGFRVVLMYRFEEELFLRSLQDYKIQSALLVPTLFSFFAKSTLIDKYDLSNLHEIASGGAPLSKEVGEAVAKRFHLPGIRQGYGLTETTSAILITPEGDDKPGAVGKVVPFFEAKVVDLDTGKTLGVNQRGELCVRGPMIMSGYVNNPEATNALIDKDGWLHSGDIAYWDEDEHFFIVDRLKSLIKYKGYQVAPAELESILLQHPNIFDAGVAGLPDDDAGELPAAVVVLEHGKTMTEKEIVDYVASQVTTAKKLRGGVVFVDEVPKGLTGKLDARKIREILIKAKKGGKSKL
#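 Luminescence read by CCD imaging after purified firefly luciferase (10nM final) was added to substrate buffer holding 10uM D-luciferin and 10uM ATP, pH 7.5, pre-dosed with compound.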
# GPT2 inhibitor: inhibitors of human GPT2 alanine aminotransferase | 100,000 tested, 0.25% active | Q8TD30 | AID 1671188 | Recombinant GPT2, coupled pyruvate oxidase/HRP Amplex Red fluorescence | Potency, µM (series often up to 57.7 µM), for the others: at the highest dose activity change, negative = inhibition, most hits filed as inhibitors; also: potency is read from the fitted curve at half-maximal effect; nearly all actives have a fitted effect of over 60% in size; many of its hits are not listed in these tables
#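 GPT2 10ng/uL, a-KG 250uM, L-Ala 2mM, HEPES pH7.5 + 0.0001% Tween; 30 min RT. Then Amplex mix (PO/HRP/ThPP), 30 min RT dark, fluorescence. AOA 50uM used as positive control.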
# HEK293 viab: counter-screen for SNCA expression inhibitors: cell viability. 150,000 tested, 0.12% active. HEK-293-SNCA-luc viability, GF-AFC fluorescence, 24 h. Potency, µM (doses to about 57.1 µM), without a hit: at the top dose activity change, negative = cytotoxicity, actives largely listed as cytotoxic;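 also: potency is read from the fitted curve at half-maximal effect; 0% = DMSO-treated cells and -100% = medium-only wells without cells; nearly all actives have a fitted effect of over 30% in size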
#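 HEK-293-SNCA-luc cells (1500/well) plated 24 h, then exposed 24 h to a dilution series; GF-AFC added 30 min at 37C, fluorescence 405/540 nm; normalised to medium-only and DMSO wells, Hill fit.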
# 3T3 cytotox: kills NIH 3T3 cells. NIH 3T3 viability, CellTiter-Glo ATP luminescence, 48-72 h. Potency, µM (top dose mostly 96.7 µM), for inactives: at the highest dose activity change, negative = cytotoxicity, usual class: inhibitors. 94,000 tested, 4.3% active. AID 1345082; also: potency is read from the fitted curve at half-maximal effect; nearly all actives have a fitted effect of over 55% in size
#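 Mouse fibroblast NIH 3T3 cells, 400 per well, received compound via pintool and were incubated for 48 or 72 hr prior to CellTiter-Glo ATP luminescence measurement.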
# HEK293 tox: cytotoxic compounds in HEK 293 cells; HEK 293 viability, ATP luminescence (CellTiter-Glo), 48-72 h; Potency, µM (doses to about 115 µM), inactives show at the highest dose activity change, negative = cytotoxicity, most hits filed as inhibitors; 94,000 tested, 6.6% active; AID 1345083; also: potency is read from the fitted curve at half-maximal effect; nearly all actives have a fitted effect of over 60% in size
#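 Cells seeded first (HEK 293, 250 cells/well), then compound added by pintool. Incubation ran 48 or 72 hr at 37 degree Celsius. CellTiter-Glo was added and luminescence imaged after 10 min at room temperature.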
# Starred values were filed as active, the others as inactive; i = inactive; ? = inconclusive; . = not tested or not shown; [ ] = another dose, or the depositor's remark. Unless noted, calls follow the shape of the dose curve; as a rule, active = well fitted curve in the direction sought with a large enough effect; inconclusive = small, poorly fitted or top-dose-only effect, or another doubt; inactive = no such curve, though single readings can be large; an effect the other way counts as inactive or inconclusive. Unless noted, % is scaled to controls: 0 for no effect and ±100 for the full control effect.
SMILES,IP6K1 inh,SNCA expr inhib,Luciferase inh,GPT2 inhibitor,HEK293 viab,3T3 cytotox,HEK293 tox
O=C(c1ccc(C2CCNC2)cc1)N(Cc1ccccc1)CC1CCC1 (configuration not stated),10,1%,9%,1%,-27%,?,25µM*
Cc1nc2c(C(=O)NCCc3ccccc3)c[nH]n2c(=O)c1Cc1ccccc1F,3,-1%,.,.,-4%,.,.
COc1ccc(F)cc1-c1ccc(CN2CCCCC2C(=O)NCCc2ccccn2)cc1 (configuration not stated),3,.,.,.,.,?,?
CNC(=O)c1cc(C)nc2onc(C3CCN(C(=O)NC4CCCC4)CC3)c12,0,.,.,.,.,-25%,-15%
Cc1ccc(-c2cn(C3CN(C(=O)C4CCC4)C3)nn2)cc1,27,44%[activator],-11%,i,1%,-13%,-2%
Cc1ccc(-c2ncc(NC(=O)c3ccccc3F)cn2)cc1,-9,58%[activator],0.56µM*,-8%,1%,i,6%
Cc1ccc(-c2nc(-c3cc4c([nH]c3=O)CC(C)(C)CC4=O)sc2C)cc1,10,86%[activator],.,.,9%,.,.
COc1ccccc1C(=O)n1nc(-c2cccnc2)nc1NCc1ccccc1,-4,32%[activator],.,.,-14%,.,.
O=C(CC1CCCCC1)N1CC(c2nnc(-c3ccncc3)o2)C2(CCOCC2)C1 (configuration not stated),17,-5%,3%,-9%,3%,-4%,-5%
CCCCN(C)CCCNC(=O)C1CCN(S(=O)(=O)CC)CC1,-11,-2%,.,.,-6%,.,.
CCN1C(=O)C2(CCN(S(=O)(=O)c3ccc(C)c(F)c3)CC2)c2ccccc21,6,-22%,9%,5%,-5%,-5%,16%
CCOC(=O)c1ccc(NC(=O)CC2C(=O)N(c3ccc(C)cc3)C(=O)N2C2CCCCC2)cc1 (configuration not stated),2,6%,.,.,-4%,.,.
CCc1ccc(N2C(=O)CC(c3cc(OC)ccc3OC)C3=C2COC3=O)cc1 (configuration not stated),34,29%,.,.,8%,.,.
O=S(=O)(Nc1cccc(-c2ccc(N3CCCC3)nn2)c1)c1ccc(F)cc1F,16,67%[activator],.,.,-12%,.,.
CC1=C[C@@H](CNC(=O)NC(C)C)[C@H](C(C)C)C[C@H]1Cc1nnc(-c2ccccc2F)o1,4,?,7%[172 µM],?,?,32µM*,79µM*
CC(=O)NCCOc1ccc(C(=O)N2CCC3(CCNCC3)CC2)cc1,6,-4%,-1%,1%,-30%,-2%,2%
c1csc(-c2nc3nccc(-c4cccs4)n3n2)c1,-1,26%,-10%,i,-18%,?,?
Cc1noc2c(-c3cccnc3NCC3CCOCC3)cc(-c3ccccc3)nc12,-4,-2%[87.6 µM],7%[172 µM],0%[88.5 µM],9%[87.6 µM],?,?
Cn1c(=O)n(Cc2c(F)cccc2Cl)c(=O)c2c1nc1n2CCN1c1ccc(F)cc1,28,-9%,.,.,0%,.,.
Cc1cc(C)n(Cc2ccc(C(=O)N(Cc3nccn3C)C3CC3)cc2)n1,3,-11%,-8%,-3%,13%,-21%,-23%
COCCOCC(=O)N1CCC2(CC1)CC(N(C1CC1)S(C)(=O)=O)CCO2 (configuration not stated),-9,7%,.,?,-19%,-18%,-1%
CN1C[C@H](NC(=O)c2ccc(F)cc2)CCC[C@@H](C(=O)N(C)Cc2cccnc2)CC1=O,-10,3%,-8%,-4%,-3%,-16%,-9%
Cc1cccc(CNC(=O)c2ccc(NC(=O)N3CCSc4ncccc43)cc2)c1,21,28%,.,.,0%,.,.
Cc1ccc(Cl)cc1N1CCN(C(=O)CN2CC3CC(C2)[C@H]2CCCC(=O)N2C3)CC1 (some centres not stated),18,?,5%,i,-3%,-16%,?
CN1Cc2cccn2CC1CNC(=O)c1ccnn1C (configuration not stated),-1,?,-4%,i,2%,-7%,4%

# (listing goes on)
SMILES,IP6K1 inh,SNCA expr inhib,Luciferase inh,GPT2 inhibitor,HEK293 viab,3T3 cytotox,HEK293 tox
CCCc1noc(-c2ccn3c(CNC(=O)c4ccc(F)cc4Cl)nnc3c2)n1,39,-14%,-3%,-3%,-1%,-34%,-11%
COCC(=O)N(C1CCOCC1)C1CCN(C(=O)c2cccc(C)c2)CC1,2,-13%,9%,i,8%,?,7%
COc1ccc(CC(=O)N2CCc3cc(OC)c(OC)cc3C2COc2cc(C)cc(C)c2)cc1OC (configuration not stated),10,-22%,.,.,-24%,.,.
CCOC(=O)c1ccccc1NC(=O)Cn1ccn2nc3c(c2c1=O)CCCCC3,41,-4%,-17%,i,?,-22%,?
Cc1nn(-c2ccccc2)c2c1C(C(C)C)N(C1CN([S+](=O)([O-])c3cccs3)C1)C2=O (configuration not stated),14,.,.,.,.,-29%,?
Cc1ccc(-c2noc(C3CCCN3Cc3ccccc3)n2)nn1 (configuration not stated),4,10%,9%,2%,3%,-12%,?
Cc1nc2c(c(-c3ccc(O)cc3)n1)CN(C(=O)c1cccc(Cl)c1)CC2,15,6%,-1%,i,-8%,-26%,?
CCN(CC)S(=O)(=O)c1ccc(NC(=O)c2nn(C)c3c2CSc2ccccc2-3)cc1,19,-28%,.,.,1%,.,.
COc1ccc2[nH]c3c(c2c1)CCNC31CCN(C(=O)Cn2nc(C)cc2C)CC1,19,38%[activator],1%,i,3%[12.5 µM],-37%,?
COc1cc(OC)cc(-c2nc(C3CC(=O)N(c4ccc(OC)c(OC)c4)C3)no2)c1 (configuration not stated),7,20%,9%,i,8%,i,8%
COc1ccc2nc3n(c2c1)[C@@H](CNC(=O)c1ccc(C#N)cc1)COC3,-1,14%[87.6 µM],8%[172 µM],3%[88.5 µM],7%[87.6 µM],89µM*,-11%[172 µM]
CC(=O)N1C[C@@H](CN(C)C)[C@H](NC(=O)Cc2ccc(OC(F)(F)F)cc2)C1,5,7%,-1%,i,3%,-10%,-20%
CN(CC1CCOCC1)C(=O)c1cccc(Br)c1,27,-11%,-2%,4%,5%,-1%,5%
Cc1ccc(-n2ncc3c2CCCC3NC(=O)c2cc(C(C)C)no2)cc1C (configuration not stated),2,-28%,-11%,-17%,-18%,?,?
CCN1C(=O)C2(CCN(S(=O)(=O)c3cc(F)ccc3OC)CC2)c2ccccc21,6,?,-7%,i,-24%,?,?
CCCNC(=O)C1COC2(CCN(C(=O)c3cccc(OC)c3)CC2)N1C(=O)c1cccc(F)c1 (configuration not stated),4,4%,-2%,i,0%,0%,-1%
CC(Cc1cccnc1)NC(=O)c1cn(Cc2ccccc2C(F)(F)F)nn1 (configuration not stated),4,7%,4%,-16%,7%,-2%,1%
COc1ccccc1-c1ccc(C(=O)N2CCC(C(=O)NCc3cccc(F)c3)CC2)cc1,18,9%,.,-9%,-12%[12.5 µM],?,?
O=C(c1ccc(CS(=O)c2ccccc2Cl)o1)N1CCN(c2cccc(C(F)(F)F)c2)CC1 (configuration not stated),17,-8%,.,.,?,.,.
NC(=O)NCCN1CCCC(N2CCN(c3cccc(C(F)(F)F)c3)CC2)C1 (configuration not stated),8,7%,1%,-14%,-2%,-1%,-20%
CC(=O)NC1(C)CCCN(Cc2cc(-c3ccccc3)cs2)C1 (configuration not stated),-4,20%[87.6 µM],-17%[172 µM],i,10%[87.6 µM],?,?
CCOC(=O)C1CCN(c2cc3c(cc2NC(=O)c2ccccc2Cl)n(C)c(=O)n3C)CC1,4,-24%,.,.,?,.,.
O=c1c2c3c(nn2ccn1Cc1cc(F)ccc1F)CCCC3,-6,44%[activator],-15%,i,9%,?,?
Cc1ccc(-n2nc(C(=O)Nc3ccc(F)cc3F)c3c4ccccc4n(C)c3c2=O)cc1,11,-10%,.,.,10%,.,.
CCCN1C(=O)CCc2cc(NC(=O)c3ccc4c(c3)OCO4)ccc21,8,37%[activator],32µM*,-10%,-8%,?,45µM*

# Continuation:
SMILES,IP6K1 inh,SNCA expr inhib,Luciferase inh,GPT2 inhibitor,HEK293 viab,3T3 cytotox,HEK293 tox
Cc1ccc2c(c1)-c1nc(-c3ccc4c(c3)NC(=O)CO4)cc(-c3ccc(F)cc3)c1CO2,1,17%,.,.,7%,.,.
CN(Cc1ccccc1)C(=O)[C@@H]1CCCN1c1ccnc2ccnn12,-6,.,.,.,.,?,?
CCN1CCCN(S(=O)(=O)c2cc(OC)ccc2OC)CC12CCOCC2,-5,27%,7%,-15%,-3%,-1%,-2%
Cc1ccsc1C(=O)N1CCn2c(nnc2[C@@H]2C[C@@H](O)CN2Cc2ccccc2)C1,-1,?,-7%,i,2%[12.5 µM],-16%,-15%
CN(Cc1cccnc1)C1CN(C(=O)c2cccn2C)C1,15,29%,.,i,-15%,-1%,i
Cc1nc(-c2c3n(c(=O)n(CC(=O)Nc4ccccc4C(F)(F)F)c2=O)CCCC3)no1,11,1%,11%,-4%,5%,i,11%
CNC(=O)c1cc(C)nc2onc(C3CCCN(C(=O)C4CCCCC4)C3)c12 (configuration not stated),-6,.,.,.,.,-23%,-1%
COC(=O)c1cccc(C(=O)N2CCC(Cc3nc(-c4ccc(F)cc4)no3)CC2)c1,-1,?,9%,i,-3%,?,?
O=C(c1ccc(F)c(Cl)c1)N1CCC[C@H]1c1nc(-c2ccccc2)no1,-8,1%,9%,4%,-2%,-29%,?
COCCNC(=O)Cc1ccc(N(Cc2ccc(C)cc2)C(=O)c2ccco2)cc1,-13,28%,0%,i,-8%,?,-6%
CC(C)(C)C(=O)Nc1cc(C2CC2)nn1-c1ccccc1,-8,1%[87.6 µM],.,i,1%[87.6 µM],-16%[138 µM],0%[172 µM]
CC(=O)c1ccc(NC(=O)c2sc(-n3nc(C)c(Cc4ccc5c(c4)OCO5)c3C)nc2C)cc1,-22,81%[activator],.,.,5%,.,.
OC1CN(Cc2ccccc2)CCN(Cc2cn[nH]c2-c2ccc(Cl)cc2)C1 (configuration not stated),-8,0%,8%,-17%,-11%,?,?
c1cc(NCCN2CCCC2)ccn1,-13,-7%[87.6 µM],.,0%[88.5 µM],4%[87.6 µM],i,i

# By substructure: those above containing two or more sulfur atoms
SMILES,IP6K1 inh,SNCA expr inhib,Luciferase inh,GPT2 inhibitor,HEK293 viab,3T3 cytotox,HEK293 tox
c1csc(-c2nc3nccc(-c4cccs4)n3n2)c1,-1,26%,-10%,i,-18%,?,?
Cc1nn(-c2ccccc2)c2c1C(C(C)C)N(C1CN([S+](=O)([O-])c3cccs3)C1)C2=O (configuration not stated),14,.,.,.,.,-29%,?
CCN(CC)S(=O)(=O)c1ccc(NC(=O)c2nn(C)c3c2CSc2ccccc2-3)cc1,19,-28%,.,.,1%,.,.

# Complete entries, quoted from the list.
# `CC(=O)c1ccc(NC(=O)c2sc(-n3nc(C)c(Cc4ccc5c(c4)OCO5)c3C)nc2C)cc1` in the list: IP6K1 inh: -22; SNCA expr inhib: 81%[activator]; Luciferase inh: .; GPT2 inhibitor: .; HEK293 viab: 5%; 3T3 cytotox: .; HEK293 tox: .
# `CCN1CCCN(S(=O)(=O)c2cc(OC)ccc2OC)CC12CCOCC2` in the list: IP6K1 inh: -5; SNCA expr inhib: 27%; Luciferase inh: 7%; GPT2 inhibitor: -15%; HEK293 viab: -3%; 3T3 cytotox: -1%; HEK293 tox: -2%
